S3 lipid droplet = qHTS Assay for Lipid Storage Modulators in Drosophila S3 Cells | Drosophila S3 cells, BODIPY lipid droplet fluorescence, 18-24 h; cells fed with added oleic acid | lipid storage change, negative = inhibition, % at the top dose, mostly 46.1 µM; hits show Potency in µM | 0.64% of 320,000 active | AID 2685, 2010; active means well fitted inhibition curve with a large enough effect in the signal ratio, with a control signal flat, not every such curve was filed as active; inconclusive means small, poorly fitted or top-dose-only effect, or effect the other way, or a change in a side signal; the % refers to the signal ratio
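Drosophila S3 cells got compounds at several concentrations plus oleic acid (400 uM solution). Laser-scanning cytometry with 488 nm excitation read lipid droplets at 500-530 nm and cells at 575-640 nm. Percent activity was relative to 20 uM Triacsin C.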
S3 lipid droplet cell count max = further read-out of S3 lipid droplet, marked with its call; cell number change, %; measured here: cell count max response;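 cells counted by Cell Tracker Red CMTPX staining in the red channel; peak over a dose series mostly up to 46.1 µM; percent activity relative to internal control wells on each plate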
* = called active by the depositor; i = inactive; ? = inconclusive; . = no result given. On the % scale 0 is the no-effect control and ±100 the full control effect; potency means the concentration at half of the fitted maximal effect.

SMILES	S3 lipid droplet	S3 lipid droplet cell count max
C/C(=N/NC(=O)c1cc2ccccc2cc1O)c1ccco1	18.4%	-12.9
Fc1ccc(Cn2cc(C(=S)N3CCOCC3)c3ccccc32)cc1	?	.
Cc1ccc(NC(=O)N(CCC#N)Cc2ccccc2)cc1	8.8%	-0.2
Cc1c(Cl)cccc1NC(=O)CNC(=O)c1ccco1	11.2%	8.3
COc1ccc(C(=O)Oc2cc3c4c(c2)C(C)=CC(C)(C)N4C(=O)C3=O)cc1OC	-5.7%	-0.4
Cc1sc2ncnc(OCC(=O)NC(C)C)c2c1C	?	.
Cc1ccc(-c2csc(N(CCO)CCCn3c(C(F)(F)F)nc4cc(C(F)(F)F)ccc43)n2)cc1	?	.
Cc1nn(C)cc1CNC(=O)C1CCC(=O)N(CC2CCCCC2)C1 (stereo not given)	?	.
O=C(O)c1ccccc1NC(=O)c1cc(-c2ccccc2)nc2ccccc12	-28.6%	13.2
O=c1[nH]oc2cc(Cl)ccc12	?	.
Cc1ccc(C(=O)NCC(=O)N(C)CC(=O)Nc2c(Cl)cccc2Cl)s1	i	.
COc1ccccc1-c1cc(C(=O)N/N=C/c2ccoc2)c2ccccc2n1	?	.
COc1ccc(CCNC(=O)C(C)Sc2ccccc2)cc1OC (stereo not given)	-21.2%	6.0
CCOC(=O)c1cc(C)n(CCc2ccccc2)c1C	?	.
Cc1cc(C)cc(NC(=S)N(Cc2ccc(Br)cc2)Cc2ccc(C(=O)O)cc2)c1	9.3%	-19.7
Cc1ccccc1CC1S/C(=N/N=C/c2ccco2)NC1=O (stereo not given)	?	.
CC(=O)Nc1ccc(C(=O)NNC(=O)c2ccc(Cl)cc2)cc1	i	.
N#Cc1ccc(CSc2nnc(COc3ccccc3)n2-c2ccccc2)cc1	?	.
Cc1ccccc1OCC(=O)Nc1ccc(Cc2ccncc2)cc1	8.7%	11.0
COc1ccc(CCNC(=O)COc2ncnc3cc([N+](=O)[O-])ccc23)cc1	11.4%	10.6

Entries of single compounds, quoted from the list. Screens in order: S3 lipid droplet, S3 lipid droplet cell count max
COc1ccc(CCNC(=O)C(C)Sc2ccccc2)cc1OC (stereo not given) in the list: -21.2%, 6.0
O=c1[nH]oc2cc(Cl)ccc12 in the list: ?, .
COc1ccc(CCNC(=O)COc2ncnc3cc([N+](=O)[O-])ccc23)cc1 in the list: 11.4%, 10.6

The listing continues:
SMILES	S3 lipid droplet	S3 lipid droplet cell count max
Cc1cc(NC(=O)COc2coc(CN3CCN(c4ccccc4F)CC3)cc2=O)no1	?	.
COc1ccc(CNC(=O)CCc2c[nH]c3ccccc23)cc1	i	.
O=C(O)CCCCCNC(=O)c1ccc(Br)cc1	?	.
Cc1cc2c(cc1C)C(c1cccc([N+](=O)[O-])c1)CC(=O)N2 (stereo not given)	24.0%	14.5
Cc1nc2scc(C)n2c(=O)c1S(=O)(=O)Nc1ccc(N2CCOCC2)c(Cl)c1	?	.
Cc1ccc(S(=O)(=O)NCc2nc3ccccc3c(=O)n2N)cc1	?	.
Cc1cccc(C(=O)N2CCCC(N3CCN(c4cccc(Cl)c4)CC3)C2)n1 (stereo not given)	?	.
COc1ccc(-c2nnc3n2CCCCC3)cc1OC	?	.
COc1cccc2cc(C(=O)N3CCN(c4ccccn4)CC3)c(=O)oc12	?	.
COc1ccc(N2CCN(S(=O)(=O)c3ccc(OC)c(C(=O)N4CCOCC4)c3)CC2)cc1	i	25.0
Cc1ccc(C)c(S(=O)(=O)NCCOc2nc(NC(C)C)nc(NC(C)C)n2)c1	-5.2%	8.1
COc1ccc2nc(NC(=O)/C=C/c3ccc4c(c3)OCO4)sc2c1	7.6%	0.6
CCCOc1ccccc1NC(=O)/C=C/C(N)=O	?	.
CCCCNC(=O)N1c2ccccc2CC1C (stereo not given)	?	.
COC(=O)[C@@H](NC(=O)N1CCN(C(=O)C2COc3ccccc3O2)CC1)C(C)C (stereo not given in full)	?	.
O=C(NCc1cccc(Cl)c1)c1ccc2nc(N3CCOCC3)sc2c1	?	.
CCOC(=O)c1[nH]c2ccc(OC)cc2c1NC(=O)C(C)N1CCSCC1 (stereo not given)	14.9%	-11.9
CCOC(=O)Cn1c(=NC(=O)C2COc3ccccc3O2)sc2cc(S(N)(=O)=O)ccc21 (stereo not given)	?	.
CN(C(=O)COC(=O)c1cc(F)c(F)cc1Cl)c1ccccc1	-22.6%	-19.2
Cc1nc2ccc(NC(=O)c3cccs3)cc2c(=O)n1Cc1ccc(Cl)cc1	?	.
COc1ccccc1CNC(=O)CS(=O)Cc1nc(-c2ccc(OC)c(OC)c2)oc1C (stereo not given)	i	13.0
Cc1ccc(NC2CCCN(C(=O)c3cccs3)C2)cc1C (stereo not given)	?	.
Cc1ccc2c(c1)C(CCN)C(=O)N2Cc1ccccc1 (stereo not given)	?	.
O=C(CSc1ccc(F)cc1)Nc1ccc(N2CCOCC2)c(Cl)c1	?	.
Cc1ccc(C(=O)Nc2nc3ccccc3[nH]2)cc1	i	-19.8
O=C1CCCC2=C1C(c1ccco1)Nc1ccc(C(=O)c3ccccc3)cc1N2 (stereo not given)	19.8%	-8.7
O=C(CSc1nnc(C2COc3ccccc3O2)o1)N1CCCC1 (stereo not given)	?	.
CC1=NN(C(=O)COc2ccc(C)c(C)c2)C(O)(c2ccc(Cl)cc2)C1 (stereo not given)	?	.
COc1ccc(C(=O)N=C2SC3CS(=O)(=O)CC3N2c2ccccc2)cc1OC (stereo not given)	i	.
COC(=O)[C@@H](NC(=O)Nc1ccc(OC(F)(F)F)cc1)C(C)C	6.3%	-24.7
O=c1cc(CN2CCN(S(=O)(=O)c3ccc4ccccc4c3)CC2)nc2sccn12	-11.1%	1.4
COc1ccccc1N1CC(O)=C(c2nc3ccccc3c(=O)[nH]2)C1=N	?	.
O=c1[nH]c(/C=C\c2ccc(O)cc2)nc(O)c1[N+](=O)[O-]	i	-5.4
COc1cccc(C(=O)N[C@@H](CCSC)c2nc3ccccc3[nH]2)c1	1.3%	-7.0
CCc1cc(=O)[nH]c(SCC(=O)Nc2ccc3c(c2)OCCO3)n1	?	.
S=c1[nH]nc(-c2ccncc2)n1/N=C/c1ccccc1Cl	-4.4%	19.2
Cc1[nH]c(=O)c(C#N)c(C)c1CCC(=O)NCc1cccc(C(F)(F)F)c1	?	.
COc1ccccc1C(=O)N/N=C1/NC(=O)CC(C(=O)Nc2ccccc2)S1 (stereo not given)	?	.
COc1ccc(C)cc1NC(=O)C1CCN(C(=O)Cc2ccccc2)CC1	6.0%	16.4
COC(=O)[C@H]1C[C@@H]1[C@H](NC(=O)c1cc(C)on1)c1ccccc1	0.0%	-6.0
CCOC(=O)CC(=O)CSc1nc2c(sc(=S)n2-c2ccc(C)c(C)c2)c(=O)[nH]1	?	.
Cn1cnnc1SCc1ccc(F)c2ccccc12	?	.
COc1ccc(NC(=O)/C(=C\c2ccc(OS(=O)(=O)c3ccc(C)cc3)cc2)NC(=O)c2ccccc2)cc1	?	.
O=C1C=C(NCCc2ccccc2)C2(CCCCC2)O1	i	12.0
CCN(CC(=O)Nc1ccc(NC(C)=O)cc1)C(=O)c1ccc(N2CCC(C)CC2)c([N+](=O)[O-])c1	?	.
O=S(=O)(c1ccc(S(=O)(=O)N(Cc2ccco2)Cc2ccccc2Cl)cc1)N1CCCC1	i	.
CC(C)CCOP(=O)(c1ccc(N(C)C)cc1)C(O)c1ccccn1 (stereo not given)	?	.
O=C(COc1ccccc1)NCc1ccccc1	i	.
CC(C)CN(C(=O)CSc1nnnn1-c1ccccc1)c1c(N)n(CC(C)C)c(=O)[nH]c1=O	?	.
CN1CCN(C(=O)c2cc(Cl)cc(Cl)c2)CC1	10.4%	20.4

Some of these compounds in order of their number in S3 lipid droplet, falling.
SMILES	S3 lipid droplet	S3 lipid droplet cell count max
Cc1cc2c(cc1C)C(c1cccc([N+](=O)[O-])c1)CC(=O)N2 (stereo not given)	24.0%	14.5
CN1CCN(C(=O)c2cc(Cl)cc(Cl)c2)CC1	10.4%	20.4
COc1ccc2nc(NC(=O)/C=C/c3ccc4c(c3)OCO4)sc2c1	7.6%	0.6
COc1ccc(CCNC(=O)C(C)Sc2ccccc2)cc1OC (stereo not given)	-21.2%	6.0

Next structures
SMILES	S3 lipid droplet	S3 lipid droplet cell count max
CCN(CC)C(=O)Oc1ccc2oc(=O)cc(-c3cc4cccc(OC)c4o3)c2c1	?	.
Cc1occc1-c1nnc(SCC(N)=O)o1	-4.3%	1.3
CSc1ncccc1C(=O)OCC(=O)N(C)C	?	.
CN(CCc1cn[nH]c1)Cc1nc(Cc2ccccc2)no1	-9.9%	3.3
Cc1ccc(/C=C/c2onc(C)c2S(=O)(=O)N2CCC(C(=O)N3CCCCC3)CC2)cc1	?	.
COc1ccc(S(=O)(=O)N2CCCN(S(=O)(=O)c3ccc(OC)cc3C)CC2)c(C)c1	?	.
O=C(CN1C(=O)/C(=C/c2cccc(Br)c2)SC1=S)N1CCCC1	?	.
COc1cccc(-c2ncc3ccccn23)c1	9.0%	2.1
CNS(=O)(=O)c1cccc(C(=O)OCC(=O)c2ccc3c(c2)OCCO3)c1	?	.
Cc1ccc(C(=O)c2ccccc2C(=O)O)s1	-7.0%	1.1
CCOC(=O)C1CCCN(CCC(=O)Nc2ccc(Br)c(C)c2)C1 (stereo not given)	18.4µM*	4.6*
O=C(NCC1CCCO1)c1ccccc1NC(=O)c1cccc2ccccc12 (stereo not given)	?	.
Cc1cc(=O)oc2cc3oc(=O)cc(C)c3cc12	?	.
CCN(CC)CCNc1nc2c(c(=O)[nH]c(=O)n2C)n1CCCc1ccccc1	?	.
CC(C)=C(NC(=O)c1ccccc1)C(=O)N/N=C(\C)c1ccccc1O	20.6%	.
Cc1ccc(N/N=C/c2ccc3c(c2)OCCO3)cc1Cl	27.7%	.
CCCN=Cc1sc2ccc(OCC)cc2c1O	?	.
CCOc1ccccc1N(CC(=O)Nc1cc(OC)ccc1OC)S(C)(=O)=O	?	.
O=S(=O)(c1cccc(S(=O)(=O)N2CCOCC2)c1)N1CCCCC1	i	.
CN(C)c1ccc(C(CNS(=O)(=O)c2ccc(F)c(F)c2)c2c[nH]c3ccccc23)cc1 (stereo not given)	25.7%	13.0
CCn1c(CNC(=O)Cc2ccc(OC)cc2)nnc1SCC(=O)NC1CCCCC1	?	.
OCCN1CCN(c2ncnc3sc(-c4ccccc4)cc23)CC1	?	.
COc1ccc(-n2c(O)c(/C=C3\C=Nc4ccccc43)c(=O)[nH]c2=O)cc1	?	.
CC(C)CC(C(=O)NC1CCCCC1)N(Cc1ccccc1)C(=O)c1snc(C(N)=O)c1N (stereo not given)	i	-9.2
O=C(COC(=O)c1ncc(Cl)c(Cl)c1Cl)NC(=O)NCc1ccccc1	?	.
O=C(CCSc1nnc(-c2ccncc2)o1)Nc1cccc2ccccc12	11.2%	3.0
O=C(CS(=O)(=O)c1ccccc1)c1cc2cc(F)ccc2oc1=O	?	.
O=C(Nc1ccc2nc(-c3ccco3)c(-c3ccco3)nc2c1)N1CCCCCC1	?	.
COC(=O)c1cc(Cl)cc(Cl)c1OS(=O)(=O)N(C)C	39.4%	.
Cn1c(SCC(=O)NC2CCCCCC2)nnc1-c1ccco1	?	.

Copied from the list:
CC(C)CC(C(=O)NC1CCCCC1)N(Cc1ccccc1)C(=O)c1snc(C(N)=O)c1N (stereo not given) in S3 lipid droplet cell count max → -9.2
COC(=O)c1cc(Cl)cc(Cl)c1OS(=O)(=O)N(C)C in S3 lipid droplet → 39.4%

The results go on.
SMILES	S3 lipid droplet	S3 lipid droplet cell count max
CCN1CCN(c2ccc(NC(=O)c3ccco3)cc2)CC1	-19.9%	6.6
CC(C)Oc1cccc(C(=O)C2CCCN(S(C)(=O)=O)C2)c1 (stereo not given)	-0.6%	8.6
c1ccc(Nc2nc(CSc3ncn[nH]3)cs2)cc1	3.2%	11.7
CCOC(=O)c1ccc(NC(=O)Cc2coc3cc4c(cc23)CCC4)cc1	?	.
Cc1ccccc1OCCNc1cc(N2CCCCC2)ccc1[N+](=O)[O-]	10.9%	0.9
NC1=NC(=O)CC(C(=O)NCc2ccccc2)S1 (stereo not given)	?	.
Cc1cc(OC(=O)c2c(Cl)cc(Cl)cc2Cl)nc(C)n1	?	.
O=c1[nH]c2ccc(Cl)cc2c(-c2ccccc2)c1N1CCN(c2ccccn2)CC1	?	.
CCOc1cc(C2C(C#N)=C(N)OC3CCCC(=O)C32)ccc1OCCN1CCOCC1 (stereo not given)	3.1%	5.6
COc1cc(CN2CCC(C(=O)N3CCN(c4ccccc4F)CC3)CC2)cc(OC)c1O	?	.
CC(C)(C)OC(=O)N1CCC(NC(=O)c2nc[nH]c2C(=O)NCc2ccccc2)CC1	?	.
CC(/C=C1\SC(=S)N(CCC(=O)Nc2nc(C)cs2)C1=O)=C\c1ccccc1	?	.
O=C(CSc1cccc2cccc(Cl)c12)OCC(=O)N1CCN(C(=O)c2ccco2)CC1	?	.
CC(C)N(Cc1ccccc1)C(=O)c1cccs1	?	.
O=C(COC(=O)c1ccc(Cl)cc1)NC(=O)NC1CCCC1	?	.
O=C(CCNS(=O)(=O)c1ccccc1)N1CCCCCC1	-15.2%	-17.5
Cc1ccccc1NC1=C(Cl)C(=O)OC1OC(=O)c1ccccc1C (stereo not given)	-4.7%	14.6
CCc1ccc(NC(=O)COC(=O)CCC2CCCC2)cc1	?	.
O=C(O)c1ccc(CN(c2ccccc2)S(=O)(=O)c2ccccc2)cc1	i	10.5
N#Cc1ccccc1S(=O)(=O)N1CCN(C(=O)CCc2ccccc2)CC1	?	.
COc1ccc(N(CC(=O)NCCSCc2ccco2)S(=O)(=O)c2ccccc2)cc1	i	7.6
CCOC(=O)c1cc(CC)sc1NC(=O)c1cc(OC)c(OC)c(OC)c1	3.4%	.

Bioassay records as filed in PubChem.

This is a subset; rates above refer to the full screens.
